High-throughput results deposited in PubChem by NCI.
yeast mec2-1: NCI yeast anticancer drug screen, S. cerevisiae mec2-1 strain; growth inhibition, % at 50 µM; AID 157; actives 9% (n = 79,000);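 also: 0% = growth of vehicle-only cultures of the same strain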
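Test agents were screened against the mec2-1 yeast strain, with defined DNA repair or cell cycle alteration. Growth was scored as inhibition against vehicle-only controls.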
rad50: NCI yeast anticancer drug screen, S. cerevisiae rad50 strain; growth inhibition, % at 50 µM; actives 10% (n = 79,000);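 also: 0% = growth of vehicle-only cultures of the same strain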
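A DNA repair-deficient yeast mutant serves as the test organism; compound-induced growth inhibition is calculated against vehicle-treated cells.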
yeast bub3: NCI yeast anticancer drug screen, S. cerevisiae bub3 mutant strain. % growth inhibition at 50 µM. actives 9.9% (n = 78,000);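 also: 0% = growth of vehicle-only cultures of the same strain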
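Readout: yeast growth inhibition, expressed relative to vehicle-only wells. The test organism is a mutant strain from a panel with lesions in DNA repair or checkpoint genes.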
yeast sgs1 mgt1: NCI yeast anticancer drug screen, S. cerevisiae sgs1 mgt1 strain; growth inhibition, % at 50 µM; actives 10% (n = 78,000); AID 161;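 also: 0% = growth of vehicle-only cultures of the same strain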
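Inhibition of yeast growth, normalised to vehicle-treated controls, is reported for a strain bearing genetic alterations in DNA damage repair.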
mlh1 rad18: NCI yeast anticancer drug screen, S. cerevisiae mlh1 rad18 strain | % growth inhibition at 50 µM | actives 11% (n = 79,000);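 also: 0% = growth of vehicle-only cultures of the same strain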
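Read-out is yeast growth inhibition, calculated against vehicle-only controls. The compound was applied to a strain engineered with DNA damage repair alterations.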
cln2 rad14: NCI yeast anticancer drug screen, S. cerevisiae cln2 rad14 strain; % growth inhibition at 50 µM; actives 8.3% (n = 78,000); AID 165;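 also: 0% = growth of vehicle-only cultures of the same strain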
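cln2 rad14 yeast strain; compound exposure; growth inhibition read vs vehicle controls.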
Numbers without * were called inactive. Rule as the data show it: active = growth inhibition above about 70%; inactive = the rest.

Short keys – A = yeast mec2-1; B = rad50; C = yeast bub3; D = yeast sgs1 mgt1; E = mlh1 rad18; F = cln2 rad14
CN(C)c1ccc(C=Nc2cc(S(=O)(=O)O)cc3cc(S(=O)(=O)O)cc(O)c23)cc1
  A = -10	B = -23	C = 12	D = -15	E = 9	F = 32

C=C(C)C(=O)OC1C(C(C)CCCO)=C(CO)CC2OC(=O)C(=C)C21 (stereo not drawn)
  A = -29	B = -16	C = -10	D = -14	E = -29	F = -8

O=C1c2ccccc2C(=O)c2cc3c(cc21)OCO3
  A = -23	B = 3	C = -31	D = -9	E = 7	F = 1

CCCOc1ccc(/C=N/NC(N)=S)cc1
  A = 60	B = 42	C = 64	D = 70	E = 67	F = 76*

CSc1nc(C)c2c(n1)N(c1ccc(Cl)cc1)CC2
  A = -33	B = 2	C = -17	D = -16	E = -30	F = -35

CC1/C(=N\Nc2ccc([N+](=O)[O-])cc2[N+](=O)[O-])CCC2C1(C)CCC1C2(C)CCC2(C)C3CC(C)(C)CCC3(C)CCC12C (stereo not drawn)
  A = -9	B = -6	C = 13	D = 10	E = 6	F = -17

Cc1cc(Cl)nc(Cl)n1
  A = 10	B = -10	C = -12	D = 0	E = -10	F = -16

CC(=O)Nc1ccc(NC(C)=O)c([N+](=O)[O-])c1
  A = 3	B = 21	C = -5	D = 18	E = 17	F = -26

COc1ccc(C(=O)c2ccc(Cl)s2)cc1
  A = -5	B = 8	C = 21	D = 22	E = 5	F = -13

COc1cc(N)c2c(c1)SC(C)C(=O)N2 (stereo not drawn)
  A = -58	B = -34	C = 14	D = -19	E = -20	F = 22

COC(=O)c1cc2c(c(C(=O)OC)c1)CCC2
  A = -38	B = -66	C = 41	D = -5	E = -25	F = 4

C/C(CCC(=O)O)=N\NC(=O)COc1ccc(Cl)cc1Cl
  A = 0	B = 31	C = 15	D = 19	E = 14	F = 12

CC(=O)NNC(=S)/N=C/c1c(C)[nH]n(-c2ccccc2)c1=O
  A = -8	B = 5	C = -7	D = -22	E = 18	F = 3

Nc1nc(-c2cc(-c3ccco3)nc(N)n2)cc(-c2ccco2)n1
  A = -14	B = -8	C = -36	D = -21	E = -18	F = -18

O=C(c1ccc2c(c1)OCO2)C(Nc1ccccc1)c1ccc2c(c1)OCO2 (stereo not drawn)
  A = -1	B = 28	C = 40	D = 16	E = 15	F = -5

CC(=O)OCCSc1nc2c(=O)n(C)c(=O)n(C)c2n1C
  A = 12	B = 8	C = 5	D = 13	E = -13	F = -10

CC1=CC(O)C(Br)C(C)(C)C12CCC(C)(Cl)C(Br)C2 (stereo not drawn)
  A = 91*	B = 90*	C = 90*	D = 90*	E = 89*	F = 82*

COc1ccc2c(c1)OC[C@]1(C)c3cc(O)c(OCc4ccccc4)cc3O[C@H]21
  A = 6	B = -2	C = 27	D = -15	E = -16	F = 17

Fc1cccc(F)c1C1SCc2nc3cc4ccccc4cc3n21 (stereo not drawn)
  A = 56	B = 23	C = 80*	D = 79*	E = 42	F = 80*

Cc1c(C(=O)CC(=O)C(=O)Nc2cc(Cl)ccc2Cl)[n+](=O)c2ccccc2n1[O-]
  A = 2	B = -7	C = 1	D = -40	E = 2	F = 16

CC(C)n1c(=O)n(-c2ccccc2)n(C(C)(C)C)c1=O
  A = -24	B = -10	C = -26	D = -11	E = -48	F = -5

COC(=O)C(=O)C(C(=O)C(=O)Nc1ccccc1C(N)=O)c1nc2ccc(Cl)cc2[nH]c1=O (stereo not drawn)
  A = 10	B = 32	C = -24	D = 10	E = 11	F = -42

Cc1cc(Cc2ccc(Cl)cc2)ccc1O
  A = 46	B = 56	C = 56	D = 99*	E = 48	F = 52

O=C1C=C(O)C2CCCCC2N1 (stereo not drawn)
  A = -14	B = -5	C = -25	D = -8	E = -2	F = -14

CN(C)Cc1ccccc1COC(=O)c1ccccc1
  A = 20	B = 19	C = 17	D = 26	E = 18	F = 11

CC(=O)c1c2c(cc3c1CC1(C3)Cc3ccc4c(c3C1=O)CCC4)CCC2 (stereo not drawn)
  A = 17	B = -1	C = 55	D = 6	E = 36	F = 7

O=C(C/C(CCC(=O)N(Cc1ccccc1)Cc1ccccc1)=N/Nc1ccc([N+](=O)[O-])cc1[N+](=O)[O-])c1ccccc1
  A = 30	B = 43	C = 1	D = 60	E = 62	F = 42

CCC(=O)c1ccc2ccc3ccccc3c2c1
  A = 26	B = 62	C = 69	D = 65	E = 51	F = -7

CCCCCCC(C)S(=O)(=O)c1ccc(C)cc1 (stereo not drawn)
  A = 85*	B = 59	C = 17	D = 60	E = 51	F = 5

c1ccc(-c2n[nH]c3c4ccccc4c4ccccc4c23)cc1
  A = 95*	B = 94*	C = 95*	D = 94*	E = 95*	F = 93*

CN(C)Cc1ccccc1C=C(c1ccccc1)c1ccccc1
  A = 1	B = 3	C = 1	D = -6	E = -10	F = -38

O=C(COc1ccc(Cl)c(Cl)c1)Nc1ccc[n+](Cc2ccccc2)c1
  A = 2	B = 16	C = 6	D = 1	E = 22	F = -21

C/C=C/c1ccc2oc(-c3ccc(OC4OC(C)C(O)C(O)C4O)cc3)c(C)c2c1 (stereo not drawn)
  A = 99*	B = 99*	C = 98*	D = 99*	E = 52	F = 99*

O=C1CCCCC(=O)Nc2ccc3nc4ccccc4c(c3c2)SCCCCCCCCSc2c3ccccc3nc3ccc(cc23)N1
  A = -10	B = -13	C = -2	D = 3	E = -4	F = -6

CCCCCC(Oc1ccc(Cl)cc1)C(=O)OCC (stereo not drawn)
  A = 9	B = 23	C = 15	D = 15	E = 17	F = 1

CC(=O)C1CCC2C3CCC4=CC(=O)CCC4(C)C3C(O)CC12C (stereo not drawn)
  A = 16	B = 50	C = 11	D = 9	E = 37	F = -36

CCN(CC)c1ccc(C(=O)c2ccccc2C(=O)O)c(O)c1
  A = -9	B = -38	C = -16	D = -27	E = 5	F = 5

C/C(=N\Nc1ccc([N+](=O)[O-])cc1[N+](=O)[O-])c1ccc(Cl)cc1
  A = 26	B = 6	C = 16	D = 2	E = 8	F = -59

COc1cc(C2C3=C(COC3=O)Oc3cc4c(cc32)OCO4)ccc1OC(C)=O (stereo not drawn)
  A = 6	B = 21	C = -4	D = -14	E = -5	F = 21

COc1ccccc1CNCCCCCNCCCCCCCCCCNCCCCCNCc1ccccc1OC
  A = -11	B = -32	C = -22	D = -28	E = -36	F = -9

O=c1[nH]nc(-c2ccccc2)[nH]1
  A = 2	B = -15	C = 4	D = -3	E = -14	F = 38

NC(Cc1cccc2ccccc12)C(=O)O (stereo not drawn)
  A = -1	B = 14	C = -7	D = 10	E = 6	F = -48

O=C1c2ccccc2C(=O)C2OC12 (stereo not drawn)
  A = 95*	B = 93*	C = 94*	D = 95*	E = 90*	F = 93*

CC(=O)Oc1ccccc1C(=O)Oc1ccccc1
  A = -13	B = 19	C = 32	D = 5	E = 18	F = 17

[Cl-].[Rh+3].c1ccc(-c2ccnc3c2ccc2c(-c4ccccc4)ccnc23)cc1.c1ccc(-c2ccnc3c2ccc2c(-c4ccccc4)ccnc23)cc1.c1ccc(-c2ccnc3c2ccc2c(-c4ccccc4)ccnc23)cc1
  A = 89*	B = 97*	C = 91*	D = 95*	E = 96*	F = 86*

CCN(CC)CCOc1cc(C)ccc1C(C)C
  A = -13	B = -6	C = -8	D = 3	E = 26	F = -32

O=C(Nc1ccccc1)Oc1c(Cl)cc(Cl)c(Cl)c1[N+](=O)[O-]
  A = 31	B = 48	C = 13	D = 54	E = 23	F = 36

CCOC(=O)N(C)Cc1ccc(Cl)cc1
  A = -1	B = 6	C = -12	D = 1	E = 21	F = -26

CC(=O)Nc1ccc2ccccc2c1[N+](=O)[O-]
  A = -14	B = -11	C = -36	D = -17	E = 16	F = -65

CCCNC(=O)N1C(=O)c2ccccc2S1(=O)=O
  A = -7	B = -27	C = -14	D = 8	E = -23	F = -26

CCOC(=O)/C=C\C(=O)O.[Mn]
  A = -21	B = -16	C = -31	D = -8	E = -33	F = -23

CCOCCOC(=O)C(C)O (stereo not drawn)
  A = 27	B = 9	C = 9	D = -3	E = -7	F = 45

CN1CCN(Cn2cnc3c2c(=O)n(C)c(=O)n3C)CC1
  A = -2	B = 3	C = -3	D = -21	E = 2	F = -18

NC(=S)Nc1ccc2c(c1)Cc1ccccc1-2
  A = 0	B = 64	C = 47	D = 60	E = 60	F = 23

Cc1cc(C(C)(C)C)ccc1S(=O)(=O)/C=C/c1ccccc1
  A = -23	B = -19	C = -2	D = -6	E = -26	F = 0

CCOc1ccc(N=Nc2c(-c3ccccc3)nn(C(N)=S)c2-c2ccccc2)cc1
  A = -30	B = -55	C = 1	D = -18	E = -22	F = -60

CCC(C)CCCOC(=O)c1c(Cl)c(Cl)c(Cl)c(Cl)c1C(=O)O (stereo not drawn)
  A = -15	B = -12	C = 3	D = -22	E = -26	F = -32

COc1ccc2[nH]c3ccccc3c(=O)c2c1
  A = -3	B = 13	C = 3	D = 9	E = -7	F = -66

Cc1ccc(N=Nc2ccc(C)cc2NC(=S)Nc2ccccc2)cc1
  A = -1	B = -11	C = 8	D = -12	E = -9	F = -21

CC(CN1c2ccccc2Sc2ccccc21)OS(C)(=O)=O (stereo not drawn)
  A = 6	B = 2	C = 4	D = 0	E = -15	F = 10

(cont.)
Short keys – A = yeast mec2-1; B = rad50; C = yeast bub3; D = yeast sgs1 mgt1; E = mlh1 rad18; F = cln2 rad14
Cc1cc(O)c2c(c1)C[C@@H](O)C1=C2C(=O)c2c(O)ccc(OC3CC(O)C(OC4CC(OC5CCC(OC6CC(O)C(OC7CC(OC8CCC(O)C(C)O8)C(O)C(C)O7)C(C)O6)C(C)O5)C(O)C(C)O4)C(C)O3)c2C1=O (stereo partly drawn)
  A = 91*	B = 88*	C = 87*	D = 90*	E = 88*	F = 85*

CCOC(=O)CC1(C)/C(=N\Nc2ccc([N+](=O)[O-])cc2[N+](=O)[O-])CCC2C1CCC1(C)C(C(C)CCCC(C)C)CCC21 (stereo not drawn)
  A = -7	B = -50	C = -1	D = -26	E = 0	F = -21

O=C(CCCCCC(=O)N1CC(CCl)c2ccc([N+](=O)[O-])cc21)N1CC(CCl)c2ccc([N+](=O)[O-])cc21 (stereo not drawn)
  A = -40	B = -29	C = -3	D = -16	E = -55	F = -4

N#CC(N)(C(=O)CCC(=O)Nc1cccc(Cl)c1)c1ccc(Cl)cc1 (stereo not drawn)
  A = 13	B = 2	C = -2	D = 8	E = 2	F = 8

Not a retest: an excerpt of the list.
Short keys – A = yeast mec2-1; B = rad50; C = yeast bub3; D = yeast sgs1 mgt1; E = mlh1 rad18; F = cln2 rad14
CN(C)c1ccc(C=Nc2cc(S(=O)(=O)O)cc3cc(S(=O)(=O)O)cc(O)c23)cc1
  A = -10	B = -23	C = 12	D = -15	E = 9	F = 32

C=C(C)C(=O)OC1C(C(C)CCCO)=C(CO)CC2OC(=O)C(=C)C21 (stereo not drawn)
  A = -29	B = -16	C = -10	D = -14	E = -29	F = -8

O=C1c2ccccc2C(=O)c2cc3c(cc21)OCO3
  A = -23	B = 3	C = -31	D = -9	E = 7	F = 1

CCCOc1ccc(/C=N/NC(N)=S)cc1
  A = 60	B = 42	C = 64	D = 70	E = 67	F = 76*

CSc1nc(C)c2c(n1)N(c1ccc(Cl)cc1)CC2
  A = -33	B = 2	C = -17	D = -16	E = -30	F = -35

CC1/C(=N\Nc2ccc([N+](=O)[O-])cc2[N+](=O)[O-])CCC2C1(C)CCC1C2(C)CCC2(C)C3CC(C)(C)CCC3(C)CCC12C (stereo not drawn)
  A = -9	B = -6	C = 13	D = 10	E = 6	F = -17

Cc1cc(Cl)nc(Cl)n1
  A = 10	B = -10	C = -12	D = 0	E = -10	F = -16

CC(=O)Nc1ccc(NC(C)=O)c([N+](=O)[O-])c1
  A = 3	B = 21	C = -5	D = 18	E = 17	F = -26

COc1ccc(C(=O)c2ccc(Cl)s2)cc1
  A = -5	B = 8	C = 21	D = 22	E = 5	F = -13

COc1cc(N)c2c(c1)SC(C)C(=O)N2 (stereo not drawn)
  A = -58	B = -34	C = 14	D = -19	E = -20	F = 22

COC(=O)c1cc2c(c(C(=O)OC)c1)CCC2
  A = -38	B = -66	C = 41	D = -5	E = -25	F = 4

C/C(CCC(=O)O)=N\NC(=O)COc1ccc(Cl)cc1Cl
  A = 0	B = 31	C = 15	D = 19	E = 14	F = 12

CC(=O)NNC(=S)/N=C/c1c(C)[nH]n(-c2ccccc2)c1=O
  A = -8	B = 5	C = -7	D = -22	E = 18	F = 3

Nc1nc(-c2cc(-c3ccco3)nc(N)n2)cc(-c2ccco2)n1
  A = -14	B = -8	C = -36	D = -21	E = -18	F = -18

O=C(c1ccc2c(c1)OCO2)C(Nc1ccccc1)c1ccc2c(c1)OCO2 (stereo not drawn)
  A = -1	B = 28	C = 40	D = 16	E = 15	F = -5
